GPR55 beta-arrestin: GPR55 agonists via beta-arrestin recruitment, primary screen, imaging, U2OS cells, beta-arrestin-GFP redistribution (AID 1961); activation, % at 10 µM; hits with a dose series show EC50 in µM; 290,000 compounds, 0.048% hits; G-protein coupled receptor 55 (Homo sapiens); U2OS GPR55 beta-arrestin-GFP redistribution imaging; higher % means a stronger effect;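 active means activation above 40% with more than 50 cells counted in the well; inconclusive means wells holding fewer than 50 cells, flagged as toxic or sparse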;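 further: U2OS osteosarcoma cells stably expressing GPR55 and beta-arrestin-GFP; plate controls were DMSO negative control for no effect and LPI positive control for full effect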
NOD1 NF-kB reporter: NOD1 signaling inhibitors, primary screen, cell-based, luminescence, uHTS (AID 1578); 290,000 compounds, 1% hits; one-dose inhibition, % at 4 µM; EC50 in µM for titrated hits; NOD1-driven NF-kB luciferase reporter cells, luminescence; higher % means a stronger effect; in the data active means inhibition mostly above about 36%, no sharp cut-off; inactive means mostly below about 34%;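 further: HEK-293T reporter cells stimulated with the NOD1 agonist gamma-tri-DAP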
GPR35 antagonists: GPR35 antagonists blocking zaprinast-driven arrestin recruitment, primary screen, imaging, U2OS, beta-arrestin-GFP, zaprinast agonist (AID 2058); one-dose inhibition, % at 10 µM; IC50 in µM for titrated hits; U2OS GPR35 beta-arrestin-GFP translocation imaging, zaprinast antagonism; higher % means a stronger effect; 290,000 compounds, 0.052% hits;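 active means inhibition of at least 50% with at least 30 cells and total cytoplasm GFP at most 10,000,000; inconclusive means under 30 cells or total GFP of 10,000,000 plus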
KOR beta-arrestin-1: KOR agonists, beta-arrestin recruitment, primary screen, cell-based, luminescence, uHTS (AID 1777) | Kappa-type opioid receptor (Homo sapiens) | KOR beta-arrestin recruitment, luminescence; higher % means a stronger effect | one-dose activation, % at 10 µM; EC50 in µM for titrated hits | 280,000 compounds, 0.02% hits; in the data active means activation above about 50%, passing the limit was not always enough; further: a part of the inactive calls stands beside numbers as strong as those of hits
SIAH1 antagonists: Siah-1 peptide-binding antagonists, primary screen, biochemical, fluorescence polarization, rhodamine-plectin, uHTS (AID 1817). E3 ubiquitin-protein ligase SIAH1 (Homo sapiens). Siah-1 / rhodamine-plectin peptide fluorescence polarization; higher % means a stronger effect. displacement, % at 20 µM, or IC50 in µM where a hit was titrated. 290,000 compounds, 0.02% hits;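 active means displacement of at least 50% at 20 µM, with a fluorescence ratio check between 0.3 and a set limit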;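 further: plate controls were Siah plus tracer with DMSO for no effect and tracer alone without Siah for full effect; strong numbers were not always called active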
AID2073: inhibitors of Mint1-CaV2.2 protein interaction, biochemical, HTRF (AID 2073) | 290,000 compounds, 0.19% hits | HTRF protein-protein interaction, Mint1-CaV2.2; higher % means a stronger effect | one-dose inhibition, % at 20 µM; IC50 in µM for titrated hits; in the data active means inhibition mostly above about 51%, no sharp cut-off; inconclusive means no clear call, values can overlap the other calls; inactive means mostly below about 53%; further: some results filed as inactive read as strong as hits
HIV fusion peptide: inhibitors of HIV fusion peptide binding, primary screen, biochemical, uHTS, fluorescence dequenching (AID 1986); cell-free peptide binding, fluorescence dequenching, 30 min; higher % means a stronger effect; inhibition, % at 20 µM; hits with a dose series show IC50 in µM; 290,000 compounds, 0.3% hits; in the data active means inhibition mostly above about 52%, no sharp cut-off; inactive means mostly below about 76%; further: some results filed as inactive read as strong as hits
KOR beta-arrestin-2: KOR antagonists, beta-arrestin recruitment, cell-based, luminescence, uHTS (AID 1778) | Kappa-type opioid receptor (Homo sapiens) | KOR beta-arrestin recruitment, luminescence, antagonist mode; higher % means a stronger effect | inhibition, % at 10 µM, or IC50 in µM where a hit was titrated | 290,000 compounds, 0.091% hits; in the data active means inhibition above about 50%; further: strong numbers were not always called active
GPR55 antagonists: GPR55 antagonists blocking LPI-driven arrestin recruitment, primary screen, imaging, U2OS, beta-arrestin-GFP, LPI agonist (AID 2013). G-protein coupled receptor 55 (Homo sapiens). U2OS GPR55 beta-arrestin-GFP translocation imaging, LPI antagonism; higher % means a stronger effect. 290,000 compounds, 0.13% hits. inhibition, % at 10 µM; hits with a dose series show IC50 in µM;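 active means spots per cell inhibited over 60%, with over 100 cells counted and total cytoplasm intensity under 500,000; inconclusive means wells with under 100 cells, flagged as likely toxic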;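 further: U2OS cells stably carrying GPR55 and arrestin-GFP stimulated by 5 µM LPI near EC80; imaged beta-arrestin-GFP aggregate spots per cell after agonist stimulation; plate controls were LPI-stimulated DMSO wells for no effect and DMSO wells without LPI for full effect; some results filed as inactive read as strong as hits; confirmed hits need IC50 under 10 µM and bright autofluorescent wells are also inconclusive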
* marks the source's active call; other numbers are inactive results; ? = inconclusive; . = not tested or not shown; [ ] = another dose, or the depositor's remark. Only part of the results is shown; count on the stated rates, not on these rows.

The line under a structure holds: GPR55 beta-arrestin	NOD1 NF-kB reporter	GPR35 antagonists	KOR beta-arrestin-1	SIAH1 antagonists	AID2073	HIV fusion peptide	KOR beta-arrestin-2	GPR55 antagonists
> CC(C)(C)c1csc(NC(=O)CSc2nc3ccccc3c(=O)[nH]2)n1
    0.2%	48%	3%	3.9%	-10%	7%	23%	-34%	-13%
> COc1ccccc1C(=O)N/C(=C/c1ccc(Br)cc1)C(=O)NCCCn1ccnc1
    0.2%	-23%	-5%	-2.2%	-1%	-7%	-0.9%	12%	9%
> Cc1cccc(N=Nc2c(C)nn(-c3ccccc3)c2N)c1C
    0.0%	-20%	-9%	0.3%	2%	-1%	1.1%	-26%	4%
> CCn1nc(C)c(NC(=O)CSc2nnc(-c3ccco3)n2C)c1C
    0.1%	.	12%	-2.1%	6%	15%	-0.1%	15%	13%
> CCCCCC/C=N/Nc1nnc(Cc2ccc(OC)c(OC)c2)c(=O)[nH]1
    0.0%	-7%	-9%	-1.4%	-1%	4%	-3.0%	-17%	-5%
> CC(=O)N1Cc2cc([N+](=O)[O-])ccc2Oc2ccccc21
    -0.2%	-30%	8%	-3.7%	9%	-4%	0.7%	8%	3%
> Cc1ccc(N(CC(=O)NCc2ccc(F)cc2)C(=O)c2ccco2)cc1C
    -0.1%	16%	20%	-1.4%	-1%	8%	0.3%	-4%	-8%
> CC(C)CNC(=S)N(CCO)Cc1cc2cc3c(cc2[nH]c1=O)OCO3
    -0.1%	-10%	9%	2.4%	6%	-22%	-0.6%	-32%	1%
> NC(=S)Nc1ccc(Cl)c(Cl)c1
    -0.2%	-3%	6%	-0.6%	1%	5%	-0.2%	16%	0%
> COc1cccc(N(CC(=O)NC2CCCCCC2)S(=O)(=O)c2ccccc2)c1
    0.1%	-10%	-11%	7.8%	3%	?	-0.6%	9%	18%
> CCOc1ccc(Nc2nc(Cc3nnc(SCC(=O)NCC4CCCO4)n3C)cs2)cc1 (configuration not stated)
    0.0%	-18%	6%	1.4%	-2%	46%	3.7%	-54%	-6%
> O=C(OCc1nc2ccccc2[n+]([O-])c1C(=O)c1ccccc1)c1ccco1
    -0.3%	6%	-4%	6.0%	12%	0%	-0.9%	-2%	14%
> Cc1cc(S(=O)(=O)N2CCOCC2)ccc1OCC(=O)Nc1ccc(Br)cc1F
    -0.2%	-23%	-8%	-1.9%	6%	8%	0.1%	-23%	6%
> COC(=O)c1sc2ncccc2c1OCc1ccc(Cl)cc1Cl
    -0.2%	3%	-10%	3.3%	-1%	1%	-4.9%	-17%	17%
> Cc1ccc(C(C(=O)NC2CCCCC2)N(Cc2cccnc2)C(=O)c2csnn2)cc1 (configuration not stated)
    -0.2%	-27%	-2%	-7.0%	1%	-7%	-1.0%	14%	6%
> C/C(=C\c1ccccc1)C(=O)Nc1ccc(S(=O)(=O)Nc2ncccn2)cc1
    0.2%	-16%	-6%	-0.1%	8%	0%	5.5%	1%	8%
> CC1CCN(C(=S)Nc2cccc(S(=O)(=O)N(C)C)c2)CC1
    -0.4%	-12%	4%	-1.6%	2%	-13%	-0.9%	-1%	3%
> CS(=O)(=O)c1ccc(C(=O)Nc2ccccc2N2CCOCC2)c(Cl)c1
    0.0%	-37%	2%	-5.0%	-3%	-4%	-2.0%	18%	-2%
> O=C(Nc1ccc(Cl)cn1)C1CCN(S(=O)(=O)c2cccs2)CC1
    -0.1%	6%	4%	-1.5%	-1%	-14%	2.6%	18%	-2%
> c1ccc2c(c1)CCN(c1nc(CN3CCOCC3)nc3sc4c(c13)CCCC4)C2
    -0.2%	25%	-10%	-3.4%	3%	9%	-1.6%	-15%	9%
> CS(=O)CSc1nc2c(cc1C#N)CCCC2 (configuration not stated)
    0.3%	25%	16%	-0.5%	-4%	-6%	-0.6%	-7%	-1%
> C[C@H](NC(=O)Cc1ccccc1)C(=O)N1CCC2(CC1)NCCc1[nH]cnc12
    -0.1%	-37%	6%	6.2%	-6%	-8%	1.8%	-39%	0%
> Cc1ccc(N2C(=NC(=O)c3ccccc3)SC3CS(=O)(=O)CC32)cc1 (configuration not stated)
    -0.1%	-29%	6%	2.6%	5%	7%	0.6%	8%	2%
> O=C(N=Nc1c(O)[nH]c2ccccc12)c1cccs1
    -0.4%	-56%	-2%	-4.3%	-7%	1%	-1.7%	9%	1%
> CC(CCc1ccccc1)NC(=O)c1cccc(F)c1 (configuration not stated)
    -0.1%	9%	28%	2.7%	-5%	10%	0.5%	-19%[20 µM]	13%
> CCCc1cc(=O)[nH]c(SCC(=O)NC2CCCc3ccccc32)n1 (configuration not stated)
    0.0%	-11%	-3%	1.7%	6%	19%	1.2%	-7%	5%
> COCCNC(=O)c1cn(C(C)c2ccccc2F)nn1 (configuration not stated)
    -1.5%	1%	10%	-1.0%	14%	8%	1.6%	-5%	12%
> CC(=O)c1ccc(NC(=O)c2ccc3nc(C)sc3c2)cc1
    0.3%	-21%	8%	-4.7%	-5%	18%	-0.9%	6%[20 µM]	15%
> CCOC(=O)c1c(NC(=O)CSc2nnc(-c3ccco3)o2)sc(C)c1C
    0.0%	-6%	11%	-3.0%	-2%	-8%	-1.0%	7%	-24%
> CCCCOc1ccc(C(=O)N2CCN(CC(=O)Nc3ccc(C)cc3)CC2)cc1OC
    0.0%	0%	1%	0.7%	-1%	4%	-1.9%	-44%	11%
> COc1ccc(NC(=O)CSc2nc3ccc(Nc4nc(N5CCOCC5)nc(N5CCOCC5)n4)cc3s2)cc1
    0.3%	-46%	3%	3.6%	1%	26%	-1.3%	-18%	2%
> CC(=O)c1ccc(Nc2ccc(-c3ccccc3C)nn2)cc1
    0.2%	-29%	5%	-1.0%	2%	4%	-1.2%	-37%[20 µM]	3%
> CC(CN1CCC(n2nccc2NC(=O)c2ccccc2Cl)CC1)c1ccccc1 (configuration not stated)
    0.6%	-27%	9%	-3.0%	12%	4%	10%	24%	17%
> COCCn1cc(C(=O)NCc2ccco2)c2c3ccccc3n(C)c2c1=O
    -0.3%	-3%	1%	-5.2%	-4%	16%	0.2%	17%	8%
> CCOc1ccc(C(=O)CCCC(=O)c2ccc(OCC)cc2)cc1
    -0.2%	-2%	-3%	-5.0%	6%	6%	0.4%	-163%[20 µM]	-6%
> O=C1CC(C(=O)N(CC2CCCO2)C(C(=O)NC2CCCCC2)c2ccncc2)CS1 (configuration not stated)
    0.3%	-52%	-2%	-4.3%	-2%	-4%	-0.6%	21%	-6%
> CCOC(=O)c1ccc(N2C(=O)CC(N3CCN(C/C=C/c4ccccc4)CC3)C2=O)cc1 (configuration not stated)
    -0.1%	.	-1%	2.6%	2%	-3%	1.4%	-7%	17%
> Cc1cc(=O)oc2cc(OCC(=O)N3CC[C@@]4(O)CCCC[C@H]4C3)ccc12
    -0.1%	-20%	-4%	-4.6%	-1%	3%	-0.6%	-47%[20 µM]	-2%
> COc1cccc(C(=O)/C=C/Nc2ccc(S(=O)(=O)Nc3ncccn3)cc2)c1
    -0.2%	-18%	-12%	-2.6%	-1%	12%	8.1%	-5%	14%
> COc1ccc(C)cc1NC(=O)CSc1nnc(-c2cc(C)[nH]n2)n1N
    0.2%	-19%	0%	2.6%	8%	6%	2.1%	-2%	10%
> Cc1ccc(-c2sc(-c3ccccc3)nc2CC(=O)Nc2ccccc2F)cc1
    -0.2%	-23%	2%	-4.5%	-4%	-8%	2.0%	27%	0%
> COc1ccc(/C(O)=C2/C(=O)C(=O)N(CCCN(C)C)C2c2cccnc2)cc1 (configuration not stated)
    -0.3%	8%	-4%	0.1%	2%	4%	-0.3%	-9%	11%
> COC(=O)C1=C(C(=O)OC)SC2(S1)C(C(=O)OC)=C(C(=O)OC)SC1=C2c2cc(C)cc(C)c2NC1(C)C
    0.2%	-14%	8%	-2.8%	3%	-24%	1.2%	25%	4%
> CCN1CCN(C2=C(NS(=O)(=O)c3ccc(C)cc3)C(=O)c3ccccc3C2=O)CC1
    -0.2%	-17%	-21%	-1.8%	2%	-41%	2.9%	23%	13%
> COc1ccccc1N1CCN(CC(O)COCCOc2ccc(Br)cc2)CC1 (configuration not stated)
    0.0%	-19%	18%	11%	0%	5%	-0.1%	22%	0%
> N#Cc1ccc(N2C(=O)[C@@H]3C(C(=O)c4ccc5ccccc5n4)=NN[C@@H]3C2=O)cc1
    0.3%	36%	-7%	-0.5%	-5%	6%	10%	-18%	-2%
> CCSc1nc2sc3c(c2c(=O)n1-c1ccc(C)cc1)CCN(C)C3
    1.1%	11%	7%	-3.8%	-1%	5%	-1.5%	-16%	-8%
> Cc1ccccc1NC(=O)c1ccccc1-c1ccccc1
    0.4%	-25%	-2%	-3.9%	2%	4%	0.0%	16%	4%
> COc1cccc(CNC(=O)C(c2ccc(Cl)cc2)C(C)C)c1 (configuration not stated)
    -0.4%	-18%	-4%	0.7%	16%	-6%	0.2%	-29%	1%
> OCCNCCCOc1ccc(Cl)cc1Br
    -0.1%	23%	-7%	2.2%	-2%	-2%	-3.3%	-6%	23%
> CCc1cc2c(SCC(=O)N(CC)c3c(N)n(Cc4ccccc4)c(=O)[nH]c3=O)ncnc2s1
    -0.1%	-17%	1%	-3.7%	4%	0%	0.2%	-11%	9%
> CCN(CC)C(=O)CSc1nnc([C@@H](N)C(C)C)o1
    -0.3%	-9%	-7%	8.3%	7%	-6%	0.9%	5%	-5%
> CCCC(=O)Nc1ccc(C(=O)n2nnc3ccccc32)cc1
    0.3%	-6%	1%	-3.4%	-4%	-2%	1.8%	20%	-4%
> Cc1c(C(=O)N2CCCCC2)c(S(=O)(=O)N2CCN(c3ccccc3F)CC2)c(C)n1C
    -0.3%	-28%	-4%	-2.6%	-1%	-5%	-0.8%	-31%	19%
> COc1cc(Cl)c(C)cc1NC(=O)CSc1ccc(NC(C)=O)cc1
    0.2%	-11%	8%	-1.5%	7%	-6%	0.6%	29%	-10%
> O=C(Nc1ccc(O)c2c(=O)cc(-c3ccccc3Cl)oc12)c1ccc(Cl)cc1Cl
    0.0%	-11%	2%	-2.8%	1%	9%	0.3%	-16%	5%
> CCC1CCCCN1C(=O)COC(=O)c1cc(Br)ccc1Cl (configuration not stated)
    -0.6%	-31%	-18%	-2.3%	1%	-10%	-0.7%	3%	-11%
> O=C(c1ccco1)N1CCN(C(c2ccc(F)cc2)c2nnnn2CC2CCCO2)CC1 (configuration not stated)
    0.3%	3%	-14%	5.0%	3%	-4%	-0.7%	12%	-9%
